Lipid droplet: hepatic lipid droplet formation modulation | AML12 mouse hepatocytes, oleate lipid droplets, BODIPY imaging | inhibition, % at 6.5 µM | 240,000 compounds, 0.4% hits | AID 1656;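 active = lipid droplet intensity inhibited by at least 50%, with more than 500 cells counted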
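Material – AML12 mouse liver cells · Also added – oleate loading, 100 µM · Compound dosing – 6.5 µM single-point dosing · Times – overnight treatment with compound plus oleate · Measured by – fluorescence imaging, 20x objective, two fields per well · Read-out – percent inhibition of filter-corrected integrated lipid droplet intensity per well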
MT stabilizer: stabilizes microtubules in HeLa cells; HeLa tubulin immunostaining HCS, 24 h; share of cells brighter than vehicle mean+2SD; 200,000 compounds, 0.83% hits; % tubulin-high responders, % at 10 µM;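 active = plate Z-score above 3 for both tubulin-high and condensed-nucleus cell shares, with cell loss under 80%, at 10 µM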;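 also: anti alpha tubulin signal scored within the nucleus-defined area of each cell; some results filed as inactive read as strong as hits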
bCat nuc transl: alters nuclear translocation of beta-catenin in HeLa cells; 190,000 compounds, 0.3% hits; AID 1665; nuclear translocation activity, % at 5 µM; immunofluorescence imaging;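 active = nuclear translocation activity above 50% at 5 µM, with a well cell count of 50 or more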;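 also: per-cell ratio of nuclear to cytoplasmic median beta-catenin stain intensity; plate controls were DMSO negative control for no effect and GSK-3 inhibitor IX positive control for full effect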
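Test system: human HeLa cells, native beta-catenin. Compound dosing: 5 µM primary single dose, 0.1% DMSO, 0.02–20 µM confirmation series. Incubation: compound exposure 24 h at 37°C. Detection: beta-catenin immunostaining with DAPI counterstain, 20x imaging, 6 fields/well. Read-out basis: Nuclear/cytoplasmic beta-catenin signal ratio, % activation.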
CSM14.1 death rescue: protection against thapsigargin-triggered cell killing – 384-well, CSM14.1, ATP luminescence, primary screen (AID 1222); CSM14.1 thapsigargin-induced death rescue, ATP luminescence; higher % means a stronger effect; one-dose cellular ATP content (survival), % at 20 µM; EC50 in µM for titrated hits; 190,000 tested, under 10 active;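 active = EC50 below 50 µM in the dose-response confirmation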;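 also: death triggered by thapsigargin at about 15 µM added after 2 h compound pretreatment; cell ATP read after overnight thapsigargin exposure of roughly 18 to 22 hours; normalized against plate controls of thapsigargin alone and 5% DMSO vehicle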
Dynein transport: dynein cargo transport inhibition | 3617.4 mouse cells, GR-EGFP nuclear translocation imaging; test concentration mostly 20 µM; stimulated with dexamethasone, 1 µM; stronger effect = lower value | z-score, hits read low | 220,000 compounds, 0.47% hits | AID 1381;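 active = plate z-score of nuclear minus cytoplasmic receptor signal below a set negative limit, without overly bright fluorescence or cell loss, cut at about -3.5 in these data, passing the limit was not always enough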;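 also: z-score of nuclear minus cytoplasmic ring GR-EGFP intensity difference per well; some compounds called inactive have numbers as strong as hits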
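medium = tetracycline-free induction medium containing charcoal-stripped FBS | also added = 1.0 µM final dexamethasone stimulus | schedule = 48 h induction, 1 h compound, 30 min dex at 37 °C | technique = fixed, Hoechst-stained cells imaged at 10x for EGFP | measure = GR-EGFP nuclear translocation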
T cell modulator: T cell immune modulators affecting CD8 T cell-vesicle binding. 2C CD8+ T cell-vesicle binding, flow cytometry; stronger effect = lower value. calls only at 7 µM. 330,000 compounds, 0.068% hits;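 active = response, share of CD8 T cells binding vesicles, and their 90th percentile fluorescence all below set limits, cut at about 80% in these data, passing the limit was not always enough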
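Assay system – 2C mouse CD8+ T cells · Also added – QL9-loaded Drosophila micro-vesicles · Timing – Cell–vesicle co-incubation 1.5 h at 37 °C, staining 20 min on ice · Signal – flow cytometry of vesicle-bound cells · Measure – percent CD8+ FL2 mean versus row control · Controls – Peptide-free naked vesicles (low) and QL9 vesicles with 0.7% DMSO vehicle (high)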
Salmonella PhoP GFP: PhoP-dependent GFP reporter repression – Salmonella Typhimurium, primary screen (AID 1863); S. Typhimurium PhoP-regulated promoter GFP reporter, 4 h; higher % means a stronger effect; 300,000 compounds, 0.16% hits; one-dose inhibition, % at 50 µM; IC50 in µM for titrated hits;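 active = inhibition over 29.93%, a cutoff 3 SD above the screen mean, later confirmed by dose response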;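 also: 0% = low Mg2+ inducing control and 100% = high Mg2+ repressing control; strong numbers were not always called active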
Autophagy HCS: modulators of autophagy. AID 463193. calls only at 10 µM (by protocol). MEF GFP-LC3 puncta imaging; test concentration mostly 10 µM. 190,000 compounds, 0.98% hits;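 active = percentage of spot-positive cells more than 3 SD above its plate mean, without a fluorescence outlier flag or 80% toxicity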;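 also: spot-positive cell cutoff set from DMSO-treated cells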
Ins promoter up: MIN6 insulin promoter up-regulation; MIN6 insulin promoter-GFP reporter, high-content imaging; stronger effect = higher value; AID 1625; z-score at 5 µM; 190,000 compounds, 0.3% hits;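 active = z-score above 3 at 5 µM with at least 500 cells counted in the well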
Dynein transport cytoplasmic EGFP: recorded beside Dynein transport, whose call it bears; z-score; measured here: cytoplasmic GR-EGFP intensity; stronger effect = higher value
Dynein transport nuclear GR-EGFP: also measured in Dynein transport; calls as there; z-score; measured here: nuclear GR-EGFP intensity;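 lower value marks the stronger effect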
Dynein transport cell count: also measured in Dynein transport; calls as there; z-score; measured here: cell count per field
Ins promoter up cell count: recorded beside Ins promoter up, whose call it bears; cell count; measured here: cytotoxicity, nuclei count;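 total cells summed across four imaged fields per well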
Lipid droplet cells 6.5 µM: recorded beside Lipid droplet, whose call it bears; cell count; measured here: cell count, cytotoxicity flag;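 cells counted across two imaged fields per well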
bCat nuc transl cell count 5 µM: recorded beside bCat nuc transl, whose call it bears; cell count; measured here: cell count, cytotoxicity flag
T cell modulator vesicle-bound %: recorded beside T cell modulator, whose call it bears; double positive events, %; measured here: CD8+ vesicle-bound cell fraction;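 binding gate set so that unloaded-vesicle control wells show 10% double positive cells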
MT stabilizer Hoechst-high %: recorded beside MT stabilizer, whose call it bears; % Hoechst-high responders; measured here: nuclear condensation Hoechst responders;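 share of cells brighter than vehicle mean plus two SD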
MT stabilizer cytotoxicity %: recorded beside MT stabilizer, whose call it bears; toxicity, %; measured here: cytotoxicity by cell density;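 0% = mean cell density of plate MIN control wells and 100% = no cells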
Autophagy HCS cell loss 18 h: second read-out of Autophagy HCS, no call of its own (marks repeat the call); toxicity, %; measured here: cell loss, nuclei count;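 cell loss after 18 h compound exposure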
Numbers without * were called inactive; i = inactive; nt = no result given.

Below each SMILES – Autophagy HCS cell loss 18 h	Dynein transport nuclear GR-EGFP	Dynein transport cell count	bCat nuc transl cell count 5 µM	MT stabilizer	bCat nuc transl	Ins promoter up	Salmonella PhoP GFP	T cell modulator	Lipid droplet	MT stabilizer Hoechst-high %	Autophagy HCS	Lipid droplet cells 6.5 µM	Dynein transport cytoplasmic EGFP	T cell modulator vesicle-bound %	Dynein transport	CSM14.1 death rescue	Ins promoter up cell count	MT stabilizer cytotoxicity %
1) Cc1cc(NC(=O)CCCn2ccc([N+](=O)[O-])n2)n(Cc2ccc(F)cc2)n1
→ -32	0.078	-0.36	1052	1.8	-0.4	nt	-6%	i	8	0.9	i	685	-0.26	53	0.32	-2.5%	nt	4.6
2) C=CCN(C(=O)CCC(=O)O)C1CC(=O)N(c2ccc(OCCC)cc2)C1=O (stereo unspecified)
→ 23	1.4	-0.9	1076	3.0	-0.1	-0.47	-5%	i	0	1.3	i	816	-0.11	60	1.1	-3.0%	987	2.4
3) CSc1c(CC(=O)Nc2ccc(F)cc2)n(Cc2ccccc2)c2ccccc12
→ 11	-0.12	0.33	1022	5.0	0.4	0.19	-2%	i	13	2.0	i	617	-0.2	48	-0.32	-1.6%	1433	7.8
4) CCOc1ccc(-c2nc(N)ncc2Oc2cccc(OC)c2)c(O)c1
→ 31	-0.48	1.1	nt	8.2*	nt	0.03	1%	i	24	5.2*	i	841	-0.26	34	-1.3	-1.3%	1102	17*
5) COc1cc(OC)cc(C(=O)Nn2c(C)nc3ccccc3c2=O)c1
→ -11	0.14	-0.11	1126	4.4	1.6	1.2	-5%	i	nt	4.4	i	nt	-0.3	35	-0.057	1.0%	1293	2.9
6) CCOC(=O)CNC(=O)CNC(=O)c1ccc(OC)cc1
→ 14	-0.64	1.6	1148	2.0	-2.5	0.25	-2%	i	nt	2.2	i	nt	-0.26	41	-2.1	2.6%	1293	8.7
7) COc1ccc(C)cc1S(=O)(=O)N1CCC(C(=O)NCCC2=CCCCC2)CC1
→ -2	0.063	0.34	996	2.1	1.9	nt	3%	i	-32	1.3	i	725	1.2	62	-0.56	-2.5%	nt	9.2
8) COc1ccc(C(=O)NNC(=O)CN2CCN(c3nc(-c4ccccc4)cs3)CC2)cc1
→ 16	1.1	-2.5	1035	2.0	-3.1	0.05	6%	i	-14	2.5	i	542	-0.12	42	1	-2.5%	1405	1.4
9) CCOCCCNCc1ccc(OCc2ccccc2Cl)cc1
→ -10	-0.65	0.98	972	3.4	0.6	-0.38	-4%	i	1	4.6	i	681	-0.27	32	-0.59	-1.7%	1221	6.4
10) CCOc1ccccc1C1CC(=O)Nc2c1c(=O)n(C)c(=O)n2C (stereo unspecified)
→ -7	0.18	-0.24	nt	4.5	nt	0.41	-2%	i	nt	2.1	i	nt	-0.22	34	0.0081	-0.6%	951	4.7
11) NS(=O)(=O)c1ccc(NNC(=O)c2ccccc2C(=O)O)cc1
→ nt	0.6	0.86	1307	nt	-0.4	0.85	2%	i	-14	nt	nt	653	-0.24	17	0.15	nt	992	nt
12) O=C1NC[C@@H](Cc2ccc(O)cc2)N(CCc2cccc(F)c2)C1=O
→ nt	-0.52	0.91	1350	nt	-0.3	0.47	2%	i	-19	nt	nt	653	-0.83	51	-0.98	nt	770	nt
13) Cc1ccccc1NC(=S)N(C)CCc1ccccn1
→ -21	0.44	-0.73	1104	3.6	0.1	-0.2	-5%	i	20	2.4	i	680	-0.25	30	0.62	-3.3%	1459	5.6
14) Nc1nc(SCC(=O)Nc2ccccc2Sc2ccccc2)n[nH]1
→ -5	0.22	-0.11	1124	2.5	-1.3	0.57	-7%	i	-1	1.6	i	751	-0.21	26	-0.34	3.5%	944	7.1
15) COCCCNc1nc2c(-c3cccc(C)c3)nnn2c2ccccc12
→ 6	1.3	-1.2	1066	2.6	0.0	-2.9	4%	i	2	1.3	i	629	-0.13	35	2.1	0.1%	1223	2.1
16) COc1cc(/C=N/Nc2nc(C)nc3c2cnn3-c2ccccc2)ccc1O
→ 18	1.4	0.72	240*	16*	63*	-1.7	-1%	nt	26	15*	i	707	-0.38	nt	1.8	-2.3%	1079	39*
17) Cc1cccc(-n2nnc(C(=O)NC3CCCc4ccccc43)c2N)c1 (stereo unspecified)
→ 6	1.1	-1.3	nt	43	nt	nt	26%	i	nt	4.1	i	nt	-0.15	48	1.2	1.2%	nt	59
18) O=C(CN(Cc1cccs1)C(=O)CNS(=O)(=O)c1ccccc1)NC1CCCC1
→ -7	-0.26	0.57	1505	2.0	-0.2	0.2	10%	i	-5	1.7	i	703	-0.37	12	0.57	-0.2%	1437	8.2
19) Cc1cc(=O)[nH]c(N/N=C2/CCCC/C2=C\c2ccccc2)n1
→ nt	-0.0026	-0.25	1294	nt	0.4	-0.21	-7%	i	-5	nt	nt	763	-0.18	53	-0.24	nt	1197	nt
20) CCOC(=O)NC(Nc1ccc(C)cn1)(C(F)(F)F)C(F)(F)F
→ 1	0.55	-0.59	1126	3.9	-5.8	0.46	-5%	i	-1	2.2	i	662	-0.2	48	0.33	-2.6%	1963	8.8
21) O=c1c2ccccc2nnn1Cc1cccc2ccccc12
→ 3	-0.12	0.4	1482	0.9	0.1	-0.02	-15%	i	-12	1.4	i	723	-0.27	57	-0.052	1.3%	1487	6.0
22) CC(=O)NCCn1c(SCc2ccccc2C)nc2ccccc2c1=O
→ -5	-0.16	0.13	1327	1.1	-1.7	0.24	-4%	i	nt	1.0	i	nt	-0.16	41	0.069	-3.3%	1460	1.8
23) CCC(=O)N1CCc2cc(S(=O)(=O)NC(CC(C)C)C(=O)N3CCc4ccccc43)ccc21 (stereo unspecified)
→ -53	2.1	-0.93	nt	3.6	nt	0.01	9%	i	6	1.1	i	700	-0.19	54	2.1	-2.7%	1310	6.8
24) CC(=O)N1CCC(=NNS(=O)(=O)c2ccc(C)c([N+](=O)[O-])c2)CC1
→ -24	0.28	0.88	nt	2.4	nt	0.15	3%	i	8	2.0	i	828	-0.22	36	0.027	0.9%	926	5.6
25) CCNc1nc2c(c(=O)n(Cc3ccccc3)c(=O)n2C)n1Cc1ccccc1
→ -9	1.1	-1.5	1147	2.1	-0.1	nt	2%	i	nt	3.0	i	nt	-0.15	46	0.82	0.4%	nt	12
26) CCOC(=O)c1cnc(-c2ccccc2)nc1Oc1ccc(C)cc1
→ -13	1.6	-3.1	1388	3.4	-1.0	0.2	-3%	i	nt	1.4	i	nt	-0.093	38	3	0.1%	1641	8.9
27) CC(C)CC(=O)NC(=S)NNC(=O)c1ccc(NC(=O)C2CCCCC2)cc1
→ -9	0.28	0.14	1067	2.0	4.3	-0.09	7%	i	19	1.7	i	667	-0.29	46	0.97	-2.7%	1393	2.3
28) O=C(NNC(=O)c1cc2cc(Br)ccc2oc1=O)c1ccc(O)cc1O
→ 4	-0.67	0.51	1056	3.1	0.3	-0.56	-6%	i	-30	2.0	i	615	-0.19	37	-0.72	-0.4%	1349	3.1
29) CCCCNCc1cc(Br)c(OCC(=O)N2CCOCC2)c(OC)c1
→ -3	-0.15	0.11	1370	1.7	0.2	-0.13	8%	i	nt	1.1	i	nt	-0.17	34	0.23	-1.1%	1495	5.6

Record cards, from the list above:
`Cc1cc(=O)[nH]c(N/N=C2/CCCC/C2=C\c2ccccc2)n1` in the list: Autophagy HCS cell loss 18 h: nt; Dynein transport nuclear GR-EGFP: -0.0026; Dynein transport cell count: -0.25; bCat nuc transl cell count 5 µM: 1294; MT stabilizer: nt; bCat nuc transl: 0.4; Ins promoter up: -0.21; Salmonella PhoP GFP: -7%; T cell modulator: i; Lipid droplet: -5; MT stabilizer Hoechst-high %: nt; Autophagy HCS: nt; Lipid droplet cells 6.5 µM: 763; Dynein transport cytoplasmic EGFP: -0.18; T cell modulator vesicle-bound %: 53; Dynein transport: -0.24; CSM14.1 death rescue: nt; Ins promoter up cell count: 1197; MT stabilizer cytotoxicity %: nt
`CCNc1nc2c(c(=O)n(Cc3ccccc3)c(=O)n2C)n1Cc1ccccc1` in the list: Autophagy HCS cell loss 18 h: -9; Dynein transport nuclear GR-EGFP: 1.1; Dynein transport cell count: -1.5; bCat nuc transl cell count 5 µM: 1147; MT stabilizer: 2.1; bCat nuc transl: -0.1; Ins promoter up: nt; Salmonella PhoP GFP: 2%; T cell modulator: i; Lipid droplet: nt; MT stabilizer Hoechst-high %: 3.0; Autophagy HCS: i; Lipid droplet cells 6.5 µM: nt; Dynein transport cytoplasmic EGFP: -0.15; T cell modulator vesicle-bound %: 46; Dynein transport: 0.82; CSM14.1 death rescue: 0.4%; Ins promoter up cell count: nt; MT stabilizer cytotoxicity %: 12

Screens (PubChem BioAssay)

Compounds as they come; 3% or so of the library scored in one or more.
